Bioassay records (PubChem BioAssay)
ARNT-TACC3 inh: ARNT/TACC3 interaction disruption; Q9Y6A5; AlphaScreen His-ARNT PAS-B/GST-TACC3 binding, luminescence; TACC3 fragment carries E629A point mutation; inhibition, % at 9.99 µM; 390,000 tested, 0.66% active;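 active = mean inhibition of replicates at least 50% and at least half of replicates each reaching 50%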;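 note: 0% = complete ARNT plus TACC3 wells and 100% = ARNT alone without TACC3; many hits fall short of the cut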
ERp5 inh: blocks human ERp5 reductase activity on insulin; Q15084; ERp5 insulin aggregation, absorbance 650 nm, 90 min; inhibition, % at 9.99 µM; 350,000 tested, 0.05% active;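 active = mean replicate inhibition above about 25%, with every replicate also reaching it, limit read from the data, passing the limit was not always enough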
Target sequence (Q15084 whole entry, looked up): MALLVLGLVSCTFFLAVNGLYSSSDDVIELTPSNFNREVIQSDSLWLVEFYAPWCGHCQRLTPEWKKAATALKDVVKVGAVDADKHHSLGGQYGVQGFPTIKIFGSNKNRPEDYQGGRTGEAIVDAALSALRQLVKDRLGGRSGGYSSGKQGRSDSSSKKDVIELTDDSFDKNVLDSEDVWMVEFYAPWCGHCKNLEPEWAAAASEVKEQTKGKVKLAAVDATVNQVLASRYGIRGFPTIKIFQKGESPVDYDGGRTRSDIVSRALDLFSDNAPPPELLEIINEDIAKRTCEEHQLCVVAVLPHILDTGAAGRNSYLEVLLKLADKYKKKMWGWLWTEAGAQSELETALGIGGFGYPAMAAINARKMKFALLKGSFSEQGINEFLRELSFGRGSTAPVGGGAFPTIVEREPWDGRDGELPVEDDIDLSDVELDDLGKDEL
Active calls of the source: *. Not all compounds are listed; rates above refer to the full screens.

ARNT-TACC3 inh	ERp5 inh	mol
-2	-6	O=C(Nc1nnc(Cc2ccc([N+](=O)[O-])cc2)s1)c1ccc2c(c1)OCO2
10	-1	CCCCNC(=O)CCn1c(=O)c2ccccc2n(Cc2ccc(Cl)cc2)c1=O
2	1	CCOc1cc(C=NNC(=O)CCCC(=O)NN=Cc2ccc(O)c(OCC)c2)ccc1O
-1	3	COc1cccc(NC(=O)c2ccc(NCCCN3CC(C)CC(C)C3)c([N+](=O)[O-])c2)c1 (stereo not drawn)
0	2	CN(C(=O)COc1ccccc1C(=O)NCCOc1ccccc1)c1ccccc1
-1	1	OCC1OC(n2cnc3c(N4CCCCC4)ncnc32)C(O)C1O (stereo not drawn)
-5	-5	O=C(COC(=O)c1cccc(S(=O)(=O)N2CCc3ccccc32)c1)Nc1ncc(Cl)cc1Cl
-11	-1	FC(F)(F)c1cc(-c2cccs2)nc2nc(N3CCOCC3)sc12
-8	0	COc1ccc(Cc2c(O)nc(SCC(=O)NC(C)(C)C)[nH]c2=O)cc1
3	1	O=C(c1ccc(Sc2cccc(Cl)c2)c([N+](=O)[O-])c1)N1CCN(c2ccccn2)CC1
-1	2	CCOC(=O)c1cnc2ccc(OCC)cc2c1NCc1cccnc1
-1	2	O=C(NN=Cc1ccccc1Cl)c1cccc2ccccc12
14	-5	CC(CC(=O)c1ccc(F)cc1)N1CCN(c2ccccc2)CC1 (stereo not drawn)
13	-10	CC1(C)CC2(CC(c3ccccc3F)c3cc(Cl)c(O)cc3O2)NC(=S)N1 (stereo not drawn)
13	3	O=C(Nc1cccc2nsnc12)c1cc2c(cc1Cl)Sc1nccn1S2(=O)=O
-1	0	CCOc1cc(N2CCOCC2)c(OCC)cc1NC(=O)COC(=O)[C@@H]1CCCN1S(=O)(=O)c1ccccc1F
6	-7	O=C(NN=Cc1cc([N+](=O)[O-])ccc1O)c1cccc2ccccc12
0	4	S=C(NCCc1ccccc1)N/N=C/c1ccccc1Cl
0	1	O=C(CN1CCSc2ccccc21)NCCCc1ccccc1
-2	-3	CC(C)CCNC(=O)COc1ccc(N(C)S(=O)(=O)c2ccc(F)cc2)cc1
12	10	COc1ccccc1C(=O)NC(=S)/C=C1/N(C)c2ccccc2C1(C)C
12	-1	CN(c1ccccc1)c1ccc(/C=C(\CCC(=O)O)c2nc3ccccc3s2)cc1[N+](=O)[O-]
-3	1	Cc1cccc(C)c1NC(=O)CNC(=O)c1ccc2c(c1)NC(=O)CS2
1	0	Cc1ccc(S(=O)(=O)NCCc2nnc3ccc(SCc4cccnc4)nn23)cc1
5	-1	COc1c(C)cc(C(=O)C2CCCN(C(=O)c3ccc4cc[nH]c4c3)C2)cc1C (stereo not drawn)
-4	2	CCOC(=O)N1C(=O)NC(=O)C1c1ccc(OC)cc1 (stereo not drawn)
-6	2	CC(C)C(=O)OCC(=O)NCc1ccccc1Cl
2	-6	COc1ccc(O)c(C(=O)c2cnn(C(=O)c3cccc(N(C)C)c3)c2)c1
-4	14	CC(C)(C)c1n[nH]c(=S)n(/N=C/c2cccs2)c1=O
-1	1	O=C(O)/C=C/C(=O)Nc1ccccc1SC(F)(F)C(F)(F)C(F)(F)F

Reprinted from the part before: 2 entries, followed by the next part.
ARNT-TACC3 inh	ERp5 inh	mol
-4	14	CC(C)(C)c1n[nH]c(=S)n(/N=C/c2cccs2)c1=O
-1	1	O=C(O)/C=C/C(=O)Nc1ccccc1SC(F)(F)C(F)(F)C(F)(F)F
4	-5	COc1cc(-c2cc(C(=O)Nc3ccccc3N3CCOCC3)c3ccccc3n2)cc(OC)c1OC
-10	8	C=CCNC(=O)/C(C#N)=C/c1ccc(OS(=O)(=O)c2ccc(C)cc2)c(OC)c1
3	4	CC(=O)Nc1cccc(-c2cn3ccc(C)cc3n2)c1
4	-6	COc1cc(/C=C/C(=O)OCC(=O)NCCC2=CCCCC2)cc(OC)c1OC
-4	-4	COC(=O)c1ccc(/C=N/OCC(=O)NCCc2ccc(OC)c(OC)c2)cc1
-5	0	CCN1CC(C)(C)N(C(=O)c2ccccc2)CC1(C)C
2	1	COC(=O)COc1ccc(/C=C2/NC(=O)N(CC(=O)OC)C2=O)cc1
10	-6	Cc1ccc(O)c(C(=O)c2cc(C#N)c(=O)n(C(C)c3ccccc3)c2)c1 (stereo not drawn)
20*	-1	O=C(COC(=O)c1ccc([N+](=O)[O-])o1)NCc1ccccc1
-6	-6	C=C(C)Cn1c(CCn2c3ccccc3c3ccccc32)n[nH]c1=S
-16	0	COc1ccc(-c2ccc(OC(=O)NC3CCS(=O)(=O)C3)cc2)cc1 (stereo not drawn)
2	-5	O=c1nc(NO)ccn1C1CCCO1 (stereo not drawn)
-8	5	S=c1nc(-c2sccc2OCc2ccc(Cl)cc2Cl)[nH][nH]1
-3	-3	COc1cc(-n2c(=O)c3ccccc3n(Cc3cc(=O)n4ccccc4n3)c2=O)cc(OC)c1OC
-3	2	CC1(C)CC(=O)C2=C(C1)Nc1ncnn1C2c1cccs1 (stereo not drawn)
1	0	CNC(=O)/C(C#N)=C\c1cc(C)n(-c2ccc(N3CCOCC3)cc2)c1C
11	3	CC/C(=N\NC(=S)NC(C)C)c1ccc(OC(F)F)cc1
-9	9	COc1ccc(N2C(=O)C(O)C2c2ccc(C)cc2)cc1 (stereo not drawn)
1	-2	C=CCOC(=O)C(C#N)c1nc2ccccc2nc1N1CCN(c2ccccc2OCC)CC1 (stereo not drawn)
-8	2	COc1ccc(C(C)=O)cc1CSc1nc2cc(C(=O)O)ccc2c(=O)n1Cc1ccccc1
-6	4	COc1ccc(OCC(O)CNC(=O)c2ccc(C)cc2)cc1 (stereo not drawn)
-6	2	COc1ccccc1N1C(=O)CSC1=NC(=O)c1ccccc1
-6	4	CCOC(=O)C(C)Sc1ccc2nnc(CCNS(=O)(=O)c3ccccc3)n2n1 (stereo not drawn)
-6	5	COCCN1CCC(CO)C1 (stereo not drawn)
0	-3	CN(C)c1ncccc1-c1nc2ccccc2s1
-4	6	Cc1ccc[n+](C(C(=S)NCc2ccco2)=C([O-])c2ccccc2Cl)c1
-9	-1	Cc1ccc(S(=O)(=O)CCSc2n[nH]c(=O)n2-c2ccc3c(c2)OCCO3)cc1
-2	-3	CC(C)Nc1ncnc2ccc(Br)cc12
3	1	COC(=O)C1=C(C)NC(=S)NC1c1ccc(-c2ccccc2C(=O)OC)o1 (stereo not drawn)
-3	2	S=C1CSc2ccccc2N1

ARNT-TACC3 inh, entries above that show a hit.
ARNT-TACC3 inh	ERp5 inh	mol
20*	-1	O=C(COC(=O)c1ccc([N+](=O)[O-])o1)NCc1ccccc1

(more compounds)
ARNT-TACC3 inh	ERp5 inh	mol
3	5	CCOc1cccc2sc(NN)nc12
-1	2	CCn1cc(Cl)c(C(=O)Nc2cc(C(=O)OC)cc(C(=O)OC)c2)n1
-4	8	CC(OC(=O)c1ccncc1)C(=O)NC1CCCC1 (stereo not drawn)
-7	6	O=C(NC1CCCCC1)NS(=O)(=O)c1ccc2c(c1)CCC2
-10	0	Cc1ccc(CNC(=O)C2CN(S(C)(=O)=O)c3cc(Cl)ccc3O2)cc1 (stereo not drawn)
-11	0	COc1nc(N)nc2c1ncn2C1OC(CO)CC1O (stereo not drawn)
-3	1	CN1CCN(S(=O)(=O)c2ccc(Sc3nnnn3-c3ccccc3)c([N+](=O)[O-])c2)CC1
-23	-2	Cc1cccc(NC(=O)C(C)n2cc([N+](=O)[O-])cn2)n1 (stereo not drawn)
-1	-57	O=c1cc(N2CCc3ccccc32)[nH]c(=O)n1-c1ccc(Cl)cc1
-3	-4	CCC(C)NCCCCOc1cc(C)cc(C(C)C)c1 (stereo not drawn)
-3	2	Cc1nc2sc(C(=O)c3ccccc3)c(N)c2c2c1CCCC2
-2	5	Cc1cc(NC(=O)CN2C(=O)NC(CCc3ccccc3)C2=O)no1 (stereo not drawn)
1	4	CC1(C)N=C(N)N=C(N)N1c1cccc(C#N)c1
-3	1	Cc1ccc(-n2ncc3c(NNC(=O)c4cccs4)ncnc32)cc1
-5	1	N#CC1(Nc2ccc(-c3ccc(Cl)cc3)cc2)CCCC1
-7	2	Cc1nn(C(=O)CCCn2cc([N+](=O)[O-])cn2)c(C)c1Cl
5	-5	Nc1nc(-c2ccccc2)nn1C(=O)c1ccco1
-3	-15	Cn1cc(C(=O)Nc2ccc(Cl)c(Cl)c2)cn1
2	0	O=C(O)c1ccc(Cl)c(NC(=S)NC(=O)c2ccccc2[N+](=O)[O-])c1
-4	0	COc1ccc(NC(=O)CCNS(=O)(=O)c2cccc3nsnc23)cc1OC
1	8	CCN(CC(=O)Nc1ccccc1OC)CC(=O)Nc1ccccc1C(F)(F)F
-1	4	COc1ccc(OC)c(-c2csc(N(CC3CCCO3)C(=O)Cc3ccccc3)n2)c1 (stereo not drawn)
-16	-5	O=C(O)/C=C/c1cn(-c2ccccc2)nc1-c1cc2ccccc2o1
-6	1	Cc1ccc(SCCn2nc(C(=O)O)c3ccccc3c2=O)cc1
-3	-3	CN(CC(=O)O)S(=O)(=O)c1ccc2[nH]c(=O)c(=O)[nH]c2c1
-2	-7	Cn1cnnc1SCC(=O)NC1CCCc2ccccc21 (stereo not drawn)
-6	-2	CC(C)(C)NC(=O)NC(=O)COc1ccc(Br)cc1Br
-3	-3	COc1ccc(Cl)cc1NC(=S)N1CCCC1
-3	1	Cc1ccc(/C=C2/C(=O)ON=C2c2ccccc2)o1
9	0	CCN=C1NN=C(c2cc(C)n(CCc3ccccc3)c2C)CS1
1	-3	COc1ccccc1NC(=O)CN(Cc1ccco1)C(=O)c1ccc(N2CCCC2=O)cc1
-10	0	CCCn1c(C(C)NC(=O)c2ccccc2)n[nH]c1=S (stereo not drawn)
-2	2	CCOC(=O)N1CCc2c(sc(NC(=O)CN3CCN(C)CC3)c2C(=O)Nc2ccccc2)C1
0	3	Cc1[nH]c2ccc(-c3n[nH]c(=S)n3-c3ccccc3)cc2c1C
3	1	COc1ccc2c(CC(=O)NCCN3C(=O)S/C(=C\c4cccnc4)C3=O)coc2c1
-3	-1	CC(=NO)c1ccc2c(c1)Cc1cc([N+](=O)[O-])ccc1-2

A stretch from further up, as a working copy:
ARNT-TACC3 inh	ERp5 inh	mol
-3	-4	CCC(C)NCCCCOc1cc(C)cc(C(C)C)c1 (stereo not drawn)
-3	2	Cc1nc2sc(C(=O)c3ccccc3)c(N)c2c2c1CCCC2
-2	5	Cc1cc(NC(=O)CN2C(=O)NC(CCc3ccccc3)C2=O)no1 (stereo not drawn)
1	4	CC1(C)N=C(N)N=C(N)N1c1cccc(C#N)c1
-3	1	Cc1ccc(-n2ncc3c(NNC(=O)c4cccs4)ncnc32)cc1
-5	1	N#CC1(Nc2ccc(-c3ccc(Cl)cc3)cc2)CCCC1
-7	2	Cc1nn(C(=O)CCCn2cc([N+](=O)[O-])cn2)c(C)c1Cl
5	-5	Nc1nc(-c2ccccc2)nn1C(=O)c1ccco1
-3	-15	Cn1cc(C(=O)Nc2ccc(Cl)c(Cl)c2)cn1
2	0	O=C(O)c1ccc(Cl)c(NC(=S)NC(=O)c2ccccc2[N+](=O)[O-])c1
-4	0	COc1ccc(NC(=O)CCNS(=O)(=O)c2cccc3nsnc23)cc1OC
1	8	CCN(CC(=O)Nc1ccccc1OC)CC(=O)Nc1ccccc1C(F)(F)F
-1	4	COc1ccc(OC)c(-c2csc(N(CC3CCCO3)C(=O)Cc3ccccc3)n2)c1 (stereo not drawn)
-16	-5	O=C(O)/C=C/c1cn(-c2ccccc2)nc1-c1cc2ccccc2o1
-6	1	Cc1ccc(SCCn2nc(C(=O)O)c3ccccc3c2=O)cc1
-3	-3	CN(CC(=O)O)S(=O)(=O)c1ccc2[nH]c(=O)c(=O)[nH]c2c1
-2	-7	Cn1cnnc1SCC(=O)NC1CCCc2ccccc21 (stereo not drawn)
-6	-2	CC(C)(C)NC(=O)NC(=O)COc1ccc(Br)cc1Br
-3	-3	COc1ccc(Cl)cc1NC(=S)N1CCCC1
-3	1	Cc1ccc(/C=C2/C(=O)ON=C2c2ccccc2)o1
9	0	CCN=C1NN=C(c2cc(C)n(CCc3ccccc3)c2C)CS1
1	-3	COc1ccccc1NC(=O)CN(Cc1ccco1)C(=O)c1ccc(N2CCCC2=O)cc1
-10	0	CCCn1c(C(C)NC(=O)c2ccccc2)n[nH]c1=S (stereo not drawn)
-2	2	CCOC(=O)N1CCc2c(sc(NC(=O)CN3CCN(C)CC3)c2C(=O)Nc2ccccc2)C1
